Screens as filed in PubChem BioAssay.
PGK inhibitor – inhibitors of T. brucei phosphoglycerate kinase; P07378; Potency, µM (series often up to 57.5 µM), for inactives: top-dose activity change, negative = inhibition, hits mostly inhibitors; actives 0.043% (n = 380,000); AID 602233; PGK/GAPDH coupled, Kinase-Glo luminescence, 60 min; also: potency is read from the fitted curve at half-maximal effect; % is scaled to controls: 0 for no effect and ±100 for the full control effect; nearly all actives have a fitted effect of over 60% in size
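Recombinant glycosomal PGK reaction used 1,3-bisphosphoglycerate generated in-well by GAPDH (100nM final) in 100mM TEA pH 7.6, 5mM MgCl2, 0.01% Tween-20. After 60 minutes at room temperature, ATP was read by Kinase-Glo Plus luminescence end-point.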
GLS inhibitor – glutaminase GLS (human) inhibition. O94925. GLS enzymatic activity, qHTS titration. Potency, µM (series often up to 45.5 µM), inactives show top-dose activity change, negative = inhibition, hits mostly inhibitors. actives 0.21% (n = 410,000); also: potency is read from the fitted curve at half-maximal effect; % is scaled to controls: 0 for no effect and ±100 for the full control effect
Target sequence (O94925 whole entry, looked up): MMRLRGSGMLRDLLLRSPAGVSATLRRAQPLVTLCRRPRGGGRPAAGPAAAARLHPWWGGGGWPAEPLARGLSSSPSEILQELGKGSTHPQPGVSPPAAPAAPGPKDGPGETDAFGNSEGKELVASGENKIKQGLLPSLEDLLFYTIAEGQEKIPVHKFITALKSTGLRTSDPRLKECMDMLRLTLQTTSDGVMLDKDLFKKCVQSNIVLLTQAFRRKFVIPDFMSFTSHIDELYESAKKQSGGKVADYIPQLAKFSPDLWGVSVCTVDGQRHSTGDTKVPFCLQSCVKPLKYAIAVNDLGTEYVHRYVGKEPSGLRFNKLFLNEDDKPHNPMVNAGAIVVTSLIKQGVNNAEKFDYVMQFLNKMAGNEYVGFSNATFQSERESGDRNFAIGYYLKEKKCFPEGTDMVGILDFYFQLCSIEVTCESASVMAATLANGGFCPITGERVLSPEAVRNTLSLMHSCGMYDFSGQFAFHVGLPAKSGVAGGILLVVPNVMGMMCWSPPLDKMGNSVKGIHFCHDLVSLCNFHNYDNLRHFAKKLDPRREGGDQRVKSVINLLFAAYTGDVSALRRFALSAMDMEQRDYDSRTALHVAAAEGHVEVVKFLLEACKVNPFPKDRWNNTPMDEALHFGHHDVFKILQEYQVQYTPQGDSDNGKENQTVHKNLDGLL
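Enzyme dispensed in phosphate buffer (45 mM, pH 8.2, 0.02% Tween-20), compounds pinned in, then 1 mM L-glutamine solution and the glutamate oxidase–HRP–Amplex Red mix added; fluorescence read immediately and again after 30 min at room temperature.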
Pol eta inh – DNA polymerase eta (human) inhibition. Q9Y253. recombinant Pol eta, fluorescent DNA replication assay. Potency, µM (doses to about 114 µM), without a hit: at the highest dose activity change, negative = inhibition, hits mostly inhibitors. actives 1.2% (n = 390,000); also: potency is read from the fitted curve at half-maximal effect; % is scaled to controls: 0 for no effect and ±100 for the full control effect
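Pol eta (10 nM) was preincubated with compounds for 15 min at room temperature, after which fluorescent replication substrate (50 nM final) was added to start the reaction. Fluorescence was read kinetically at 0 and 10 min.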
PI4K2A block – inhibitors of human PI4K2A | activity change, negative = inhibition, % at 76.9 µM | actives 0.13% (n = 420,000) | purified PI4K2A, ADP-Glo luminescence, 1 h; active compounds read low | Q9BTU6; in the data active = activity change below about -50%; inconclusive = mostly about -30% to -49%;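 also: -100% = wells without enzyme as full effect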
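In this quantitative HTS, ADP production by PI4K2A was quantified luminescently after 1 h at ambient temperature; 100 microM adenosine served as plate-quality control.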
BAZ2B inh – inhibitors of human BAZ2B bromodomain | Q9UIF8 | AlphaScreen BAZ2B-H3K14Ac peptide displacement | Potency, µM (series often up to 114 µM), inactives show top-dose activity change, negative = inhibition, hits mostly inhibitors | actives 4.4% (n = 360,000) | AID 504333; also: potency is read from the fitted curve at half-maximal effect; % is scaled to controls: 0 for no effect and ±100 for the full control effect; nearly all actives have a fitted effect of over 60% in size
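Inhibition is scored as reduced AlphaScreen emission. The BAZ2B/b-H3(5-23)K14Ac complex (50 nM each) in PBS pH 7.4, 0.01% Tween-20 meets compound (up to 110 uM) for 30 min at RT before bead addition.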
HP1b chromo inh – inhibitors of HP1-beta chromodomain binding to methylated histone tails. P83916. Potency, µM (doses to about 114 µM), for the others: at the highest dose activity change, negative = inhibition, usual class: inhibitors. AlphaScreen HP1-beta / biotin-H3K9me3 peptide binding. actives 0.56% (n = 390,000); also: potency is read from the fitted curve at half-maximal effect; nearly all actives have a fitted effect of over 70% in size; inactives centre near 23
Target sequence (P83916 whole entry, looked up): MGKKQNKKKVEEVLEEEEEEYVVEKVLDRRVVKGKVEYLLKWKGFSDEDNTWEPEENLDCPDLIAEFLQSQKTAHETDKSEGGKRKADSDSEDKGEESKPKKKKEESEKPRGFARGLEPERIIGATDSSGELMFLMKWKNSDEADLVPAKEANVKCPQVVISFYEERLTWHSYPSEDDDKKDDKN
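Compound inhibition of the preformed complex between 50 nM HP1-beta and 50 nM biotinylated H3K9me3 peptide was read by AlphaScreen. Buffer was PBS pH 7.4 with 0.01% Tween-20. Incubations ran 30 min at room temperature, with 10 ug/mL donor/acceptor beads.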
Pin1 inhibitor – human Pin1 inhibition | Pin1 FP peptide displacement, HiFluor488, 10 min | Q13526 | Potency, µM (highest dose often 115 µM), inactives show at the highest dose activity, negative = inhibition, most hits filed as inhibitors | AID 504891 | actives 0.009% (n = 390,000); active = well fitted inhibition curve with a large enough effect in the polarisation, with a control signal flat, not every such curve was filed as active; inconclusive = small, poorly fitted or top-dose-only effect, or effect the other way, or a change in a side signal; inactive = no such curve, though single readings can be large or run the other way; the % refers to the polarisation; also: potency is read from the fitted curve at half-maximal effect; % is scaled to controls: 0 for no effect and ±100 for the full control effect
Target sequence (Q13526 whole entry, looked up): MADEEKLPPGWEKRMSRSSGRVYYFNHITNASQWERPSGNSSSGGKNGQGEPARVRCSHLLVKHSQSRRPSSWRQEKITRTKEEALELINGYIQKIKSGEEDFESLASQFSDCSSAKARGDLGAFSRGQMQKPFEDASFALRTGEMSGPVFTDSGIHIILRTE
G9a inh – G9a (human) methyltransferase inhibition | Q96KQ7 | G9a H3K9 monomethylation, AlphaScreen, 2 h | Potency, µM (series often up to 102 µM), for the others: at the top dose activity, negative = inhibition, hits mostly inhibitors | actives 8.8% (n = 350,000) | AID 504332; also: potency is read from the fitted curve at half-maximal effect; % is scaled to controls: 0 for no effect and ±100 for the full control effect; nearly all actives have a fitted effect of over 75% in size
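Quantitative HTS format: methyltransferase activity on a biotin-tagged H3K9 peptide is measured by AlphaScreen, using a rabbit anti-monomethyl-H3K9 antibody with streptavidin donor and anti-IgG acceptor beads. Final levels are 20 nM enzyme, 500 nM peptide, 20 uM SAM; 2 h RT.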
JMJD2A Tudor – JMJD2A Tudor domain (human) inhibition; actives 4.4% (n = 390,000); Potency, µM (highest dose often 114 µM), without a hit: top-dose activity change, negative = inhibition, most hits filed as inhibitors; O75164; AlphaScreen JMJD2A-Tudor / H3K4me3 peptide binding; also: potency is read from the fitted curve at half-maximal effect; % is scaled to controls: 0 for no effect and ±100 for the full control effect; nearly all actives have a fitted effect of over 50% in size
* = called active by the depositor; i = inactive; ? = inconclusive; . = not tested or not shown; [ ] = remark or other dose. Unless noted, calls follow the shape of the dose curve; as a rule, active = well fitted curve in the direction sought with a large enough effect; inconclusive = small, poorly fitted or top-dose-only effect, or another doubt; inactive = no such curve, though single readings can be large; an effect the other way counts as inactive or inconclusive. Only part of the results is shown; rates above refer to the full screens.

SMILES | PGK inhibitor | GLS inhibitor | Pol eta inh | PI4K2A block | BAZ2B inh | HP1b chromo inh | Pin1 inhibitor | G9a inh | JMJD2A Tudor
COc1ccc(/C=N\NC(=O)C2C(=O)NCC2c2ccccc2)cc1O (stereo not given) | i | ? | -14% | -5 | 3% | ? | -5% | 7%[12.7 µM] | ?
Cc1cccc(N2CCN(C(=O)C3CCC(=O)N(C4CC4)C3)CC2)c1C (stereo not given) | i | ? | -13% | -1 | -4% | 22% | -2% | -11% | ?
C=CCOc1ccc(C2=NOC(C(=O)Nc3ccc4c(c3)OCCO4)C2)cc1OC (stereo not given) | i | -12% | -14% | 1 | -21% | -5% | -4% | ? | -23%
CCOC(=O)c1cnc2[nH]c3ccccc3n2c1=O | -9% | 3% | -4% | -6 | -4% | 36% | 0% | ? | -5%
Cc1sc2nc(CSC(C)C(=O)Nc3ccccn3)[nH]c(=O)c2c1C (stereo not given) | 9% | 0% | 71µM* | 3 | 7% | 19% | 22% | 7.9µM* | -8%
O=c1oc2ccc3ccccc3c2cc1-c1nnc(Nc2ccc(Cl)cc2Cl)s1 | . | 0% | . | -3 | -1% | 19% | 0% | 4%[59 µM] | -13%
COC(=O)Nc1ccc(S(=O)(=O)N2CCCC(C(=O)Nc3cccc4c3OCCO4)C2)cc1 (stereo not given) | 3% | 0% | -10% | -4 | -5% | 7% | 3% | 11%[59 µM] | -13%
Cc1ccc(C(=O)NCC(c2ccc(F)cc2)N2CCOCC2)cc1 (stereo not given) | -11% | -6% | -6% | 0 | 1% | 40% | -9% | 8%[59 µM] | 2%
CN1CC(O)(C(O)C(O)C(O)CO)SC1=S (stereo not given) | 0% | 21% | -7% | 2 | . | . | . | . | .
NC(=O)Nc1ccc(Oc2c(F)c(F)c(F)c(F)c2F)cc1 | -3% | 6% | -3% | -1 | -3% | 5% | -10% | 23% | -3%
COC(=O)[C@]1(Cc2ccccc2)N[C@H](c2ccc(-c3cc(C(C)=O)cs3)cc2)[C@@H]2C(=O)N(C)C(=O)[C@@H]21 | 5% | -2% | -6% | 1 | 0% | 34% | -2% | 12%[12.7 µM] | -17%
O=C1CCC([N+](=O)[O-])C(c2ccc(Cl)c([N+](=O)[O-])c2)N1 (stereo not given) | -8% | 10% | -12% | 2 | -17% | 14% | -8% | 7%[59 µM] | -18%
CCCn1c(=N)n(CC(=O)c2ccc(OCC(=O)OC)cc2)c2ccccc21 | i | 0% | -18% | 0 | . | 38% | 2% | . | -15%
Cc1cccc(NC(=O)C2CCCN(S(=O)(=O)c3c(C)noc3/C=C/N(C)C)C2)c1C (stereo not given) | i | 2% | -12% | 1 | -32% | 23% | ? | -2%[59 µM] | -29%
O=C(Nc1ccccn1)C(=O)Nc1ccccn1 | -12% | 2% | 7% | -12 | -7% | 30% | -4% | 6% | -7%
COC(=O)c1cc2sc(Cl)cc2n1CC(=O)NCCC(C)C | -6% | 2% | -5% | -1 | -3% | 12% | 0% | 27%[59 µM] | -18%
COc1ccc(CNC(=O)C2CCCN2C(=O)Nc2cccc(Cl)c2)cc1 (stereo not given) | -7% | 3% | -17% | 0 | . | . | . | . | .
Cc1nc2c(sc3nc(N4CCOCC4)c4c(c32)CC(C)(C)OC4)c(-c2ccc(Cl)cc2)c1C(=O)O | -1% | -2% | -18% | -2 | 9% | 24% | ? | 3% | -13%
Cn1ccc2cc(OCc3ccccc3)ccc21 | 4% | 0% | -4% | 2 | . | 18% | -15% | . | -2%
Cc1nc2ncnn2c(N2CCN(C(=O)Cc3cccs3)CC2)c1C | -11% | -3% | 79µM* | -11 | 50µM* | -13% | ? | -25%[59 µM] | ?
Cc1cccc(NC(=S)NC(=O)CC2CC(C)(C)OC2=O)c1 (stereo not given) | -8% | 5% | -16% | 0 | -9% | 37% | 4% | -49% | 2%
CC(Sc1ccc(S(=O)(=O)N2CCCCC2)cn1)C(N)=O (stereo not given) | -9% | 0% | -6% | -3 | . | . | . | . | .
COc1ccc(C2=[N+]([O-])C(C)(C)C(c3ccccc3)=N2)cc1 | i | 1% | ? | 4 | -19% | ? | -2% | ? | ?
O=C(N/C(=C\c1cccnc1)c1nc2ccccc2[nH]1)c1cccc(Br)c1 | -1% | -2% | -15% | -4 | -2% | 7% | 6% | 0%[59 µM] | -28%
O=c1c(Oc2ccccc2F)coc2cc(OCc3cnn(-c4ccccc4)c3)ccc12 | -8% | 0% | ? | -4 | ? | 10% | 22% | 14%[59 µM] | ?
COc1ccc(-c2csc(N(CCCN(C)C)C(=O)c3ccccc3C)n2)cc1 | i | -6% | -17% | 0 | ? | ? | 1% | -36%[59 µM] | ?
COc1ccc(-n2c(SCC(=O)NCC3CCCO3)nc3c([nH]c4ccccc43)c2=O)cc1 (stereo not given) | 9% | -4% | -14% | -1 | -10% | 17% | 0% | -24% | 4%
O=C(c1ccc2nccnc2c1)N1CCCC(N2CCN(c3ccc(F)cc3)CC2)C1 (stereo not given) | i | 16% | -14% | 2 | -4%[57.1 µM] | 18% | -3% | 5% | -10%
CC(C)CCNc1nc(Nc2ccccc2)c2cnn(C)c2n1 | i | 4% | -26% | -2 | -22% | 4% | 3% | -2%[59 µM] | ?
O=C(CCC(=O)c1cccs1)NCc1ccccc1Cl | -5% | 2% | ? | -2 | . | 24% | 7% | . | -14%
CC1(C)OC(=O)C(=CNC(Cc2c[nH]c3ccccc23)C(=O)O)C(=O)O1 (stereo not given) | . | 8% | -12% | 1 | -28% | 25% | 3% | ? | -21%
O=S(=O)(c1ccccc1)N1CCN(c2nc(-c3cccs3)nc3ccccc23)CC1 | . | . | . | . | -2% | 57%[activator] | ? | 17%[59 µM] | -16%
O=C(O)c1nn2cc(CCO)cnc2c1Cl | i | 6% | -15% | -3 | 1% | 25% | -1% | -3% | -3%
Cc1sc2ncnc(NCc3cccnc3)c2c1C | -6% | 8% | -16% | 17 | -1% | 36% | -1% | -43% | -10%
CN(C1CCCCC1)S(=O)(=O)c1ccc2c(c1)c(=O)c(C(=O)NCCN1CCCC1)cn2C | 1% | 9% | -14% | -6 | -21% | 30% | -6% | ? | -9%
COc1ccc(Cl)cc1NC(=O)Cn1nc(C(F)(F)F)c2c1CCCC2 | -5% | -6% | ? | -9 | 26% | 69%[activator] | -1% | 28%[59 µM] | 28%
COc1cccc(NC(=O)C2C3C=CC(C3)C2C(=O)O)c1 (stereo not given) | 3% | 4% | -3% | -1 | -7% | 26% | -3% | 26%[59 µM] | -19%
O=c1c(Cl)c(NCc2ccc(F)cc2)cnn1C12CC3CC(CC(C3)C1)C2 | 2% | -6% | -9% | -2 | -35% | 16% | 4% | ? | -7%
O=C(O)c1nccnc1C(=O)NCCc1c[nH]c2ccccc12 | 0% | 10% | -10% | -3 | . | 19% | -3% | ? | -7%
COc1ccccc1C(=O)Oc1ccc(C(C)C)cc1 | i | -4% | -2% | 9 | 110%[activator] | 126%[activator] | -4% | 125%[activator] | 128%[activator]
O=C(O)CCC(=O)N1N=C(c2c(-c3ccccc3)c3cc(Cl)ccc3[nH]c2=O)CC1c1ccccc1 (stereo not given) | 3% | 11% | 1% | -2 | -17% | 42%[activator] | -1% | -4% | -10%
COc1ccc(N/N=C(/C)c2cnnc(-c3ccccc3)n2)cc1 | 0% | 8% | -5% | -8 | -38% | -13% | ? | 1.4µM* | 79µM*
COCCCNC(=O)c1ccccc1Oc1ccccc1 | -1% | 6% | -17% | 3 | 3% | 24% | -3% | -1% | 3%
CCc1cccc(-n2c(=O)c3cccnc3n2CC(=O)Nc2ccc(F)c(C)c2)c1 | -4% | 1% | -21% | -2 | 4% | 38% | 0% | 6%[59 µM] | 10%
Cc1ccccc1Nc1nnc(-c2ccc(C(=O)NCCO)cc2)c2ccccc12 | -1% | 16% | 0% | -3 | -1% | 15% | -6% | -4% | -7%
Cc1cccc(-n2c(Cc3ccccc3)n[nH]c2=S)c1 | 6% | ? | -5% | 0 | -20% | 2% | 0% | 22µM* | 32µM*
O=c1c2cccnc2n(Cc2cccc(F)c2)c(=O)n1Cc1ccccc1Cl | -11% | -4% | -16% | 0 | 42%[activator] | 54%[activator] | 6% | 44%[activator][59 µM] | 7%
Cc1cc(C)c2c(CC(=O)Nc3ccc(S(=O)(=O)Nc4nc(C)cc(C)n4)cc3)coc2c1 | 9% | 5% | -4% | -1 | -32% | 20% | 22% | 14µM* | -35%
CCN(CC)c1ccc(/C=C/C(=O)c2cccnc2)cc1 | 8% | 18% | -5% | -1 | ? | 21% | -6% | -13% | ?
Cc1nc(SCc2c(F)cccc2Cl)n[nH]1 | -11% | -1% | -4% | -11 | 12% | 13% | 2% | -4%[59 µM] | -6%

Compounds listed so far with two or more sulfur atoms, in the order listed:
SMILES | PGK inhibitor | GLS inhibitor | Pol eta inh | PI4K2A block | BAZ2B inh | HP1b chromo inh | Pin1 inhibitor | G9a inh | JMJD2A Tudor
Cc1sc2nc(CSC(C)C(=O)Nc3ccccn3)[nH]c(=O)c2c1C (stereo not given) | 9% | 0% | 71µM* | 3 | 7% | 19% | 22% | 7.9µM* | -8%
CN1CC(O)(C(O)C(O)C(O)CO)SC1=S (stereo not given) | 0% | 21% | -7% | 2 | . | . | . | . | .
CC(Sc1ccc(S(=O)(=O)N2CCCCC2)cn1)C(N)=O (stereo not given) | -9% | 0% | -6% | -3 | . | . | . | . | .
O=S(=O)(c1ccccc1)N1CCN(c2nc(-c3cccs3)nc3ccccc23)CC1 | . | . | . | . | -2% | 57%[activator] | ? | 17%[59 µM] | -16%
